# PGC1a acetyl inh: PGC1a acetylation modulation, inhibitor mode. actives 0.17% (n = 350,000). inhibition, % at 15.6 µM. U2OS PGC1a acetylation, AlphaScreen anti-acetyl-lysine; with virally co-expressed GCN5 acetyltransferase;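 active = every replicate shows inhibition of at least 40%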;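 note: 0% = neutral control wells and 100% = positive control wells; some results beyond the cut were filed as inactive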
# PglD DTNB: PglD (C. jejuni) enzyme inhibition | inhibition, % at 12.5 µM | purified PglD enzyme, DTNB colorimetric CoA detection | actives 0.098% (n = 360,000); in the data active = inhibition above about 16%, passing the limit was not always enough; note: strong numbers were not always called active
# PAX8 reporter: inhibitors of PAX8 transcriptional activity in RMG-I cells. RMG-I TPO-luciferase reporter, SteadyGlo, 24 h. AID 652154. actives 1.2% (n = 360,000). inhibition, % at 12.6 µM;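 active = mean replicate inhibition at least 60% with every replicate also reaching 60%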;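 note: luciferase light reporting Pax8 driven TPO promoter activity; plate controls were median of neutral control wells for no effect and mitoxantrone controls for full effect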
# LGR2 inh: blocks bursicon-induced cAMP signaling via Drosophila LGR2 | HEK293 LGR2, CRE-luciferase, bursicon-stimulated, 4 h | inhibition, % at 9.99 µM | actives 0.35% (n = 380,000) | AID 720647;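 active = drop in luminescence signal, shown as inhibition above about 50% in the replicate tests, limit read from the data, passing the limit was not always enough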;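 note: agonist challenge used bursicon conditioned medium at about half maximal strength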
# EWS-Fli block: inhibitors of EWS/Fli oncoprotein transcriptional activity. A673 NR0B1-luciferase reporter, viability-normalised. inhibition, % at 12.6 µM. actives 0.67% (n = 350,000). AID 651661;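 active = mean inhibition of at least 50% after viability correction, with every replicate also passing that limit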;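 note: firefly luciferase signal divided by Alamar Blue viability fluorescence both relative to DMSO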
# S100A4 MyoIIA: S100A4-myosin IIA interaction inhibition; P26447; S100A4/TAMRA-MyoIIA peptide fluorescence polarization; inhibition, % at 10.7 µM; actives 0.14% (n = 360,000);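 active = mean inhibition of at least 70% across replicates, with every replicate also reaching that level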
# Target sequence (P26447 whole entry, looked up): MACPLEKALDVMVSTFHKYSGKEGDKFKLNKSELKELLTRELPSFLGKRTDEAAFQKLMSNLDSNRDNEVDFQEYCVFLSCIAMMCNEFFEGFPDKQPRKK
#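 assay system = human S100A4 monomer with TAMRA-labelled myosin IIA peptide | also added = labelled myosin peptide probe, 5 nM | incubation = 5 min between mix addition and reading | control set = DMSO and TFP controls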
# FN deposition inh: fibronectin deposition inhibition; AH1F fibroblasts, Alexa488-fibronectin deposition fluorescence, overnight; inhibition, % at 12.6 µM; actives 0.086% (n = 350,000); AID 743247;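 active = mean inhibition across replicates of 30% or more, regardless of how many single replicates reach that level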;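 note: positive control wells lacked labelled fibronectin entirely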
#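 Material: AH1F fibroblast monolayer depositing Alexa488-labelled fibronectin into matrix / Amount: 10000 AH1F cells per well / Signal: fluorescence 485/525 nm / Medium: DMEM, 2% serum / Compound: single dose, pinned / Incubation: 1 h cell adhesion before compound, then overnight fibronectin incubation / Reagent: Alexa488-FN, 24 nM final / Read-out: inhibition of fibronectin deposition signal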
# ERAP1 inh: ERAP1 (human) enzyme inhibition | Q9NZ08 | inhibition, % at 10.7 µM | actives 0.15% (n = 340,000) | recombinant ERAP1, Leu-AMC fluorescence, 60 min;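 active = mean replicate inhibition of at least 30%, or all replicates individually reaching that 30% level; inactive = mean below 30% and not every replicate reaching it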;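 note: 0% = neutral control wells and 100% = L-leucinethiol positive control wells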
# Target sequence (Q9NZ08 whole entry, looked up): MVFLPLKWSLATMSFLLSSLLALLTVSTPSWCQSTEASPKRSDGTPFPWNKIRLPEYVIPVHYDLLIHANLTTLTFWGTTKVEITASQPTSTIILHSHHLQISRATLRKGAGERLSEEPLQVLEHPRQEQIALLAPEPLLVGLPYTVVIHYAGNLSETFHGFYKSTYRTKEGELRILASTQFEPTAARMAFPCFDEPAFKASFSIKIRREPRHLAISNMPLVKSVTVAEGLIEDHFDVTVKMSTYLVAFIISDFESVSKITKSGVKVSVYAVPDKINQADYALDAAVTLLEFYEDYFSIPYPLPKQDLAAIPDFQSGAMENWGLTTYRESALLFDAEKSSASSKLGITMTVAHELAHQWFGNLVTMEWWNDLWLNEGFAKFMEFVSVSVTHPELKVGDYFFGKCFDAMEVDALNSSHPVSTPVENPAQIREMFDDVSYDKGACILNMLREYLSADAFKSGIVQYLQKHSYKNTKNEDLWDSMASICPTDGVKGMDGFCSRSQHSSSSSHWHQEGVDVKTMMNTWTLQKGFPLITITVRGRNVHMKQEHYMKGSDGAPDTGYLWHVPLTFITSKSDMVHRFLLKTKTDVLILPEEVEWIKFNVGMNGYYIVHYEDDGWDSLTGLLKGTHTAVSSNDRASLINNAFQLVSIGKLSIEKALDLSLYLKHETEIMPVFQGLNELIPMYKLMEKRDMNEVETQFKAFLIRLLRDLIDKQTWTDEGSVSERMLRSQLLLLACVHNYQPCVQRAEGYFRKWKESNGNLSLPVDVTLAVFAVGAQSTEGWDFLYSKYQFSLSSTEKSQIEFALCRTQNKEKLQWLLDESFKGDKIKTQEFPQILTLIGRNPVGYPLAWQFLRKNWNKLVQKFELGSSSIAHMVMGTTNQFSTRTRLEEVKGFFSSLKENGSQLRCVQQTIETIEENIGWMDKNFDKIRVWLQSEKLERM
# Active calls of the source: *; nt = not tested or not shown.
1) CO[C@H](CN(C)C(=O)c1ccc2c(c1)OCO2)[C@@H](C)CN([C@H](C)CO)S(=O)(=O)c1ccc(Cl)cc1
2) Cn1cnc(S(=O)(=O)N2CCCCC2c2cc(C(=O)Nc3cccc4c3CCCC4)no2)c1 (stereo not given)
3) Cc1c(C(=O)NNC(=O)c2ccncc2)oc2ccc(Br)cc12
4) O=S(=O)(Nc1ccc(-c2nc3cccnc3s2)cc1)c1ccccc1F
5) Cc1ccccc1Nc1nc(Nc2ccccc2C)nc(SC2=NCCS2)n1
6) COc1ccc(-n2nc(C(=O)NCC(=O)N3CCN(c4ccccc4)CC3)c3ccccc3c2=O)cc1OC
7) O=C(COc1cccc(F)c1)Nc1nc(-c2cccnc2)cs1
8) Cc1ccc(S(=O)(=O)NCC(=O)OC(C)C(=O)Nc2ncc(Cl)cc2Cl)cc1 (stereo not given)
Compound	1	2	3	4	5	6	7	8
ERAP1 inh	-1	1	-1	-17	0	0	-2	nt
PAX8 reporter	nt	8	5	-89	nt	-74	-8	nt
PGC1a acetyl inh	-4	1	nt	-20	-10	-1	nt	7
EWS-Fli block	0	-8	-10	-40	9	-41	-14	nt
FN deposition inh	-4	-14	-5	3	nt	0	-4	9
S100A4 MyoIIA	-1	2	12	1	1	-3	-4	nt
PglD DTNB	3	4	0	-2	-5	5	0	1
LGR2 inh	-6	-7	2	-52	2	-3	1	8

9) Cc1ccc(C)n1-c1sc2c(c1C#N)CCCC2
10) O=C(OCCN1CCCCC1)c1c[nH]c2ccccc12
11) CCN1C(=O)C(=O)N(CC(=O)Nc2ccccc2Oc2ccccc2)C1=O
12) COc1cc(C2C(C#N)=C(N)Oc3n[nH]c(-c4cccs4)c32)cc(OC)c1O (stereo not given)
13) O=c1[nH]c(COc2ccc(Cl)cc2Cl)nc2ccccc12
14) C[C@@H]1CN([C@@H](C)CO)C(=O)c2cc(NC(=O)Cn3cnnn3)ccc2O[C@H]1CN(C)S(=O)(=O)c1ccccc1
15) CCNC(=O)C[C@H]1CC[C@H]2[C@@H](COC[C@H](O)CN2C(=O)C2CCOCC2)O1
16) C[C@@H]1CN([C@@H](C)CO)C(=O)c2cc(-c3ccccc3F)cnc2O[C@H]1CN(C)C(=O)C1CC1
Compound	9	10	11	12	13	14	15	16
ERAP1 inh	nt	2	2	2	2	-3	-2	2
PAX8 reporter	-1	-19	2	21	-74	nt	-7	nt
PGC1a acetyl inh	-2	1	nt	13	-2	9	10	-3
EWS-Fli block	nt	-30	3	1	-90	-7	-5	2
FN deposition inh	12	-2	0	5	1	nt	-2	nt
S100A4 MyoIIA	nt	-1	3	-3	1	1	-33	-4
PglD DTNB	6	-2	nt	5	3	nt	-3	0
LGR2 inh	nt	-8	5	-5	-54	4	3	8

17) O=C(Nc1cccc2c(=O)[nH][nH]c(=O)c12)c1ccc([N+](=O)[O-])cc1
18) O=C(Nc1ccccc1)NC1CCCc2ccccc21 (stereo not given)
19) COc1cc(Br)c(CC2c3cc(OC)c(OC)cc3CCN2C)cc1OC (stereo not given)
20) COc1ccc(S(=O)(=O)Nc2ccc3c(c2)C(=O)N([C@@H](C)CO)C[C@H](C)[C@@H](CN(C)C(=O)CCCN(C)C)OCCCC[C@H](C)O3)cc1
21) CC1S/C(=N/N=C/c2ccco2)N(Cc2ccc(F)cc2)C1=O (stereo not given)
22) COc1ccccc1NC(=O)c1nnn(CC(=O)Nc2cc(C)cc(C)c2)c1N
23) CNC[C@@H]1OCCCC[C@@H](C)Oc2ccc(NC(=O)NC(C)C)cc2C(=O)N([C@H](C)CO)C[C@H]1C
24) Cc1ccoc1C(=O)Nc1cccc2ccccc12
Compound	17	18	19	20	21	22	23	24
ERAP1 inh	8	-2	3	-11	6	-3	9	3
PAX8 reporter	-29	2	2	-3	-55	0	3	-43
PGC1a acetyl inh	-14	nt	nt	3	-12	nt	7	nt
EWS-Fli block	-1	-14	-8	-13	-32	nt	nt	-67
FN deposition inh	-3	nt	2	nt	-7	-18	-7	-1
S100A4 MyoIIA	0	4	3	2	4	0	-6	-4
PglD DTNB	-2	nt	nt	0	nt	1	-1	4
LGR2 inh	-19	-26	-38	-1	-6	2	-8	-63

# Copied from above, entries 17–20
17) O=C(Nc1cccc2c(=O)[nH][nH]c(=O)c12)c1ccc([N+](=O)[O-])cc1
18) O=C(Nc1ccccc1)NC1CCCc2ccccc21 (stereo not given)
19) COc1cc(Br)c(CC2c3cc(OC)c(OC)cc3CCN2C)cc1OC (stereo not given)
20) COc1ccc(S(=O)(=O)Nc2ccc3c(c2)C(=O)N([C@@H](C)CO)C[C@H](C)[C@@H](CN(C)C(=O)CCCN(C)C)OCCCC[C@H](C)O3)cc1
Compound	17	18	19	20
ERAP1 inh	8	-2	3	-11
PAX8 reporter	-29	2	2	-3
PGC1a acetyl inh	-14	nt	nt	3
EWS-Fli block	-1	-14	-8	-13
FN deposition inh	-3	nt	2	nt
S100A4 MyoIIA	0	4	3	2
PglD DTNB	-2	nt	nt	0
LGR2 inh	-19	-26	-38	-1

# Remaining list, next part
25) COc1cc([N+](=O)[O-])ccc1NC(=O)CSc1n[nH]c(C(C)C)n1
26) C[C@@H]1CCCCO[C@@H](CN(C)Cc2ccc(C(=O)O)cc2)[C@@H](C)CN([C@@H](C)CO)C(=O)c2cc(NS(C)(=O)=O)ccc2O1
27) C[C@H]1CN([C@@H](C)CO)C(=O)Cc2cc(NC(=O)Nc3cccc4ccccc34)ccc2O[C@@H]1CN(C)S(=O)(=O)c1cn(C)cn1
28) Cc1ccc(-c2ccc([C@H]3[C@H]4CN(C(=O)Nc5cccc(F)c5)CCCCN4[C@H]3CO)cc2)cc1
29) COc1ccc(N2C(=O)C(Cl)=C(Nc3c(C)n(C)n(-c4ccccc4)c3=O)C2=O)cc1
30) CN(C)C(=O)[C@H]1[C@H](CO)[C@H]2Cn3c(ccc(C4=CCCC4)c3=O)[C@@H]1N2CC1CCCCC1
31) Cc1nc2cc(Cl)c(Cl)cc2n1-c1ccccn1
32) C[C@H]1CN([C@@H](C)CO)C(=O)c2cccc(NS(=O)(=O)c3cccs3)c2O[C@@H]1CN(C)S(=O)(=O)c1ccc(Cl)cc1
Compound	25	26	27	28	29	30	31	32
ERAP1 inh	4	1	2	nt	7	-2	2	1
PAX8 reporter	5	22	0	41	nt	nt	-24	10
PGC1a acetyl inh	nt	4	0	-3	-10	nt	7	-6
EWS-Fli block	9	0	3	14	18	-1	-13	2
FN deposition inh	-4	nt	13	nt	nt	nt	8	nt
S100A4 MyoIIA	-5	-6	11	nt	-2	-7	3	-2
PglD DTNB	nt	5	-2	3	4	0	1	-1
LGR2 inh	0	3	13	1	-9	2	-9	-3

33) CC1=CC(=O)C2=C(C)CCC3C(C)C(=O)OC3C12 (stereo not given)
34) Cc1ccc(C(=O)N/C(=C\c2ccc(-c3ccc([N+](=O)[O-])cc3)o2)C(=O)NC2CCS(=O)(=O)C2)cc1 (stereo not given)
35) COc1ccc(S(=O)(=O)Nc2ccc3c(c2)C(=O)N([C@@H](C)CO)C[C@H](C)[C@H](CN(C)S(=O)(=O)c2c(C)noc2C)O3)cc1
36) O=C1CN(S(=O)(=O)Cc2ccccc2)C[C@@H]2[C@@H](c3ccc(C#Cc4cccnc4)cc3)[C@@H](CO)N12
37) COCC(=O)N(C)C[C@H]1Oc2ncc(-c3ccc(C#N)cc3)cc2C(=O)N([C@H](C)CO)C[C@@H]1C
38) O=C(CSc1c[nH]c2ccccc12)N1CCCc2ccccc21
39) Nc1nc(-c2ccco2)nn1C(=O)c1cccnc1
40) C[C@@H]1CCCCO[C@@H](CN(C)C(=O)c2ccccc2)[C@@H](C)CN([C@H](C)CO)C(=O)c2cc(NC(=O)Nc3ccccc3)ccc2O1
Compound	33	34	35	36	37	38	39	40
ERAP1 inh	0	-3	-1	0	nt	1	nt	-5
PAX8 reporter	nt	8	nt	nt	5	14	-20	-6
PGC1a acetyl inh	0	nt	22	14	4	-2	10	-3
EWS-Fli block	8	26	7	nt	-4	16	nt	-4
FN deposition inh	nt	6	nt	nt	1	12	3	0
S100A4 MyoIIA	-2	-11	1	-6	nt	-6	nt	-24
PglD DTNB	-2	nt	0	nt	nt	-3	3	13
LGR2 inh	nt	-1	-13	16	5	6	nt	26

41) COc1ccccc1C(=O)NCCC(=O)Nc1cccc(C)n1
42) Cc1cccc(NC(=O)CC2C(=O)NCCN2C(=O)Nc2ccc(Cl)cc2)c1 (stereo not given)
43) COc1ccc(C(=O)c2ccccc2)c(OCC(=O)N(C)C)c1
44) COc1ccc(-n2nc3c(c2NC(=O)COc2ccccc2OC)CS(=O)(=O)C3)cc1
45) COc1ccc(CNCCSc2nnnn2C)cc1OC
46) CCCCNC(=O)C1CC(c2ccc(C(F)(F)F)cc2)=NO1 (stereo not given)
47) COc1ccc(-c2cnc3c(c2)C(=O)N([C@@H](C)CO)C[C@H](C)[C@H](CN(C)C(=O)CN(C)C)O3)cc1
48) C[C@@H]1CCCCO[C@@H](CN(C)C(=O)Nc2ccc(C(F)(F)F)cc2)[C@H](C)CN([C@H](C)CO)C(=O)c2cc(NC(=O)c3ccccc3)ccc2O1
Compound	41	42	43	44	45	46	47	48
ERAP1 inh	2	-3	1	4	nt	0	-1	-3
PAX8 reporter	-34	-1	13	-6	nt	-13	nt	-7
PGC1a acetyl inh	2	nt	nt	-11	-57	nt	9	nt
EWS-Fli block	-15	nt	21	-10	nt	-11	-9	9
FN deposition inh	12	nt	nt	-6	10	10	-9	nt
S100A4 MyoIIA	-2	-7	0	8	nt	2	10	-4
PglD DTNB	0	-3	nt	3	6	0	-2	3
LGR2 inh	19	-6	-14	-8	-3	-18	-13	26

# Exported with tabs: 3 of the compounds above.
cpd	Molecule	ERAP1 inh	PAX8 reporter	PGC1a acetyl inh	EWS-Fli block	FN deposition inh	S100A4 MyoIIA	PglD DTNB	LGR2 inh
41	COc1ccccc1C(=O)NCCC(=O)Nc1cccc(C)n1	2	-34	2	-15	12	-2	0	19
42	Cc1cccc(NC(=O)CC2C(=O)NCCN2C(=O)Nc2ccc(Cl)cc2)c1 (stereo not given)	-3	-1	nt	nt	nt	-7	-3	-6
43	COc1ccc(C(=O)c2ccccc2)c(OCC(=O)N(C)C)c1	1	13	nt	21	nt	0	nt	-14

# The list goes on.
49) COC(=O)c1ccc(CSc2cc(C)c3cccc(C)c3n2)o1
50) Cc1ccc(Cl)cc1NC(=O)Cn1cccc1
51) O=C(c1ccccc1)N1CCN(S(=O)(=O)N2CCOCC2)CC1
52) CC(=O)c1csc(COc2cc(Cl)cc(Cl)c2)n1
53) CCOC(=O)CSc1nc(C2CC2)cc(-c2ccc(Cl)cc2)c1C#N
54) CC(C)CC(COCc1cccc(Cl)c1)N1CCN(C(=O)c2ccc(C(F)(F)F)cc2)CCC1=O (stereo not given)
Compound	49	50	51	52	53	54
ERAP1 inh	-6	nt	1	3	1	nt
PAX8 reporter	23	nt	4	-16	-6	17
PGC1a acetyl inh	5	6	8	0	-13	-6
EWS-Fli block	8	nt	6	-16	-5	5
FN deposition inh	-10	-6	5	0	9	-2
S100A4 MyoIIA	0	nt	2	1	2	-3
PglD DTNB	6	-2	-6	nt	-7	0
LGR2 inh	-12	-9	1	nt	13	6

# Compounds were not picked by outcome, and some 2.1% of all compounds hit somewhere here.
